# From PubChem BioAssay
# DDE Tn6 FP inh = DD(E)-Tn6 binding inhibition, primary FP screen. hit rate 0.21% among 370,000. Fibrin DD(E) TRITC-Tn6 fluorescence polarization displacement. inhibition, % at 8.3 µM;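 active means inhibition above a per-campaign cutoff: mean of compounds within control limits plus 3 SD, cut at about 15% in these data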;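 further: 0% = median of all compound wells on the plate and 100% = blocking peptide control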
# ARFGAP1 inh = inhibits rat ARF GTPase activating protein 1; Q62848; Arfgap1-stimulated ARF1 GTP hydrolysis, GDP FP detection; inhibition, % at 16.5 µM; hit rate 0.26% among 360,000; AID 651572;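 active means inhibition above a per-plate limit, mean inhibition of low control wells plus 3 SD, cut at about 25% in these data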;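 further: 0% = DMSO wells with enzyme and 100% = wells lacking Arfgap1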
# Target sequence (Q62848 1-136 limits assumed): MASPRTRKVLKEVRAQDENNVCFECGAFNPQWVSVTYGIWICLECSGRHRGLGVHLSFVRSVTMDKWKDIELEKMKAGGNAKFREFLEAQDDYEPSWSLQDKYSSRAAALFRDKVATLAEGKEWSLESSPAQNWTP
#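 Material – truncated rat Arfgap1 GAP domain · Buffer or medium – HEPES-based buffer, pH 7.5 · Reagent – human ARF1(Δ1-17)-GTP substrate · Dosing – 16.5 µM single point, 1.26% DMSO · Schedule – GTP hydrolysis reaction 2 h at 25 °C · Technique – GDP detection by fluorescence polarization · Benchmarks – No-Arfgap1 wells (100%) versus DMSO full-reaction wells (0%) · Repeats – single replicate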
# GC-B act = GC-B (human) receptor activation | P20594 | HEK293-GC-B cells, CNP EC30, cGMP TR-FRET; 0% at EC30 CNP, 100% saturating CNP | activation, % at 10 µM | hit rate 0.11% among 370,000;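 active means activation at 10 µM reaching about 35% in either raw or pattern-adjusted values, limit read from the data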
# proKLK7 act = activates the human kallikrein-7 zymogen; purified proKLK7, EDANS-DABCYL substrate fluorescence; 100% is mature enzyme control, 0% vehicle; activation, % at 7 µM; hit rate 0.9% among 370,000; AID 652039;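 active means activation above the mean of all tested compounds plus 3 SD, computed per campaign excluding outliers beyond control limits, cut at about 13% in these data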
# Target sequence (P49862 whole entry, looked up): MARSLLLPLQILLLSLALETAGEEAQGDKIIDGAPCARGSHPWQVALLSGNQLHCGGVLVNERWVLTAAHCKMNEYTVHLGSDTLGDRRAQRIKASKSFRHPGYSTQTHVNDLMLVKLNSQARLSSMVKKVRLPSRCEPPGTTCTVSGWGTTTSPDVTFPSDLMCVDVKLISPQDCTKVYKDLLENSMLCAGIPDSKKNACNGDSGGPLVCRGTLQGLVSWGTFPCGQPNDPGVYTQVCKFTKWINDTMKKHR
# GC-A act = GC-A (human) enzyme activation; P16066; HEK293 GC-A cells, cGMP TR-FRET, EC30 ANP; 0% at EC30 ANP, 100% saturating ANP; activation, % at 10 µM; hit rate 0.14% among 370,000; AID 1671463; in the data active means activation above about 40%
# ASAP1 GAP inh = ASAP1 ArfGAP inhibition; AID 624377; inhibition, % at 16.5 µM; hit rate 0.19% among 360,000; Q9ULH1; ASAP1-stimulated ARF1 GTP hydrolysis, GDP FP detection; in the data active means inhibition above about 25%;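 further: 0% = vehicle with enzyme and substrate and 100% = no enzyme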
# rCAG binder = r(CAG) repeat RNA binding; TO-PRO-1 dye displacement fluorescence; inhibition, % at 3 µM; hit rate 1.3% among 370,000;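 active means inhibition above the plate cutoff, the mean of all test compounds on that plate plus 3 SD, cut at about 35% in these data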;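 further: 0% = DMSO alone and 100% = 100 µM mitoxantrone as full dye displacement; higher means more dye released from RNA so lower well fluorescence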
# HGIII-sPLA2 inh = Blocks human group III sPLA2 activity | Q9NZ20 | QFRET BODIPY PC-A2 liposome hydrolysis, fluorescence | inhibition, % at 12.2 µM | hit rate 0.56% among 370,000 | AID 743126;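 active means inhibition above mean plus 3 SD of compounds lying within the high and low control bounds, cut at about 19% in these data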;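 further: 0% = median of test compound wells and 100% = no enzyme DMSO wells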
# FXN GAA850 act = activators of GAA850 frataxin (FXN) promoter; HEK293 lucGAA850 FXN promoter luciferase reporter, 24 h; percent of 10 µM SAHA response; activation, % at 6 µM; hit rate 0.56% among 360,000; AID 540364;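 active means activation above the average of all compounds screened plus 3 SD, cutoff fixed separately per campaign, cut at about 7.5% in these data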;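 further: 0% = DMSO wells and 100% = 10 µM SAHA wells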
# ADAM10 inh = inhibitors of human ADAM10; O14672; recombinant ADAM10, EDANS/DABCYL FRET peptide cleavage, 3 h; inhibition, % at 7 µM; hit rate 0.62% among 370,000; AID 720582;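 active means inhibition above a per-campaign cutoff equal to the mean of compounds falling between control-based bounds plus 3 SD, cut at about 20% in these data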;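 further: 0% = DMSO wells while the 100% control is not disclosed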
# Target sequence (O14672 214-748 limits assumed): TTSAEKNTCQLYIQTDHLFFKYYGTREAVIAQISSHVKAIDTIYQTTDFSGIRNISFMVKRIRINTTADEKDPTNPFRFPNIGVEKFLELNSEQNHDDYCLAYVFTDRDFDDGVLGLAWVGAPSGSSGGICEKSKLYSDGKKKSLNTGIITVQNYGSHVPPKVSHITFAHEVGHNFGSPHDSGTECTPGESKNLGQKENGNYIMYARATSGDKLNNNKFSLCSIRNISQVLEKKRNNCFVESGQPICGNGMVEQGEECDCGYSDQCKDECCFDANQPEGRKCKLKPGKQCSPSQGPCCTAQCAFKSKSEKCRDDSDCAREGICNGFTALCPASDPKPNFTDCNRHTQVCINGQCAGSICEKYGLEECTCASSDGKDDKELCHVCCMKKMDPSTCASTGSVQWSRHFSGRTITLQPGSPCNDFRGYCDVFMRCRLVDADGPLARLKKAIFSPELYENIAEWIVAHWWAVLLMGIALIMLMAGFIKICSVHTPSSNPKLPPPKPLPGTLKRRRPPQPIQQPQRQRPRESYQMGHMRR
# * hit, by the source's call; i = inactive; · = no result given.
no.	Structure	DDE Tn6 FP inh	ARFGAP1 inh	GC-B act	proKLK7 act	GC-A act	ASAP1 GAP inh	rCAG binder	HGIII-sPLA2 inh	FXN GAA850 act	ADAM10 inh
1	CC(C)c1cc(-c2cc(-c3ccccc3)on2)nc(NC2CCCC2)n1	1	-5	-7	-1.0	-2	-11	3	3	1.1	-10
2	O=C(OCC(=O)N1CCC(Cc2ccccc2)CC1)c1cccnc1Cl	0	7	3	-0.4	3	3	-1	-6	3.7	-43
3	O=C(c1ccc([N+](=O)[O-])s1)N1CCN(c2ccccc2)CC1	0	4	-1	0.2	-3	7	-4	3	-1.5	4
4	Cc1ccc(S(=O)(=O)N2CCC(C(=O)NCCCOC(C)C)CC2)cc1	3	-6	-1	0.0	-1	2	-4	1	-4.0	3
5	COc1cc(C)c(NC(=O)C(=S)NCCc2ccccc2)cc1C	-6	-1	-1	-0.2	-4	12	1	-4	1.1	1
6	COc1ccc(NC(=O)c2cccc3c(-c4ccc(O)c(OC)c4)coc23)cc1	-5	19	2	-0.8	6	9	16	-18	1.1	5
7	N/C(=N\S(=O)(=O)c1ccccc1)c1ccc([N+](=O)[O-])cc1	-2	1	2	0.1	-3	15	0	-2	0.6	2
8	O=C(CN1CCSc2ccccc21)NCCCc1ccccc1	5	4	0	-0.1	0	11	-5	9	1.6	-14
9	Cc1ccc2c(c1)c1c(n2C)C(=O)CCC1	5	8	-2	-4.6	0	-1	-3	1	1.3	-64
10	COc1cc(C(=O)OCC(=O)Nc2ccc(SC(F)F)cc2)cc(OC)c1OC	-4	-3	3	0.0	4	15	1	-23	0.3	3
11	CCCNC(=O)c1cc(S(=O)(=O)N2CCCCC2)ccc1N1CCOCC1	-4	0	-2	0.8	1	-5	-2	-8	1.7	-4
12	CN(Cc1cn(-c2ccccc2)nc1-c1cc2ccccc2o1)C(=O)CCC(=O)O	0	-9	0	0.8	1	9	26	-19	2.1	-128

# Values by screen from the list.
# Entries 4–11 in FXN GAA850 act, in turn: -4.0, 1.1, 1.1, 0.6, 1.6, 1.3, 0.3, 1.7

# Next entries.
no.	Structure	DDE Tn6 FP inh	ARFGAP1 inh	GC-B act	proKLK7 act	GC-A act	ASAP1 GAP inh	rCAG binder	HGIII-sPLA2 inh	FXN GAA850 act	ADAM10 inh
13	COc1ccc(OC)c(CNC(=O)CCSCc2ccc(F)cc2Cl)c1	-3	2	-7	-0.3	-5	8	-4	1	1.5	2
14	Cc1cc(C(=O)N2CCN(C(=O)c3ccco3)CC2)ccc1[N+](=O)[O-]	-7	0	-5	0.0	-2	-8	-3	5	0.6	-1
15	O=C(Cc1ccccc1F)NC1CCCN(Cc2ccc(Cl)cc2)C1 (configuration not stated)	-3	-1	-2	-0.6	-3	1	-4	10	-0.3	6
16	Cc1cccc(C(=O)Nc2ccccc2C(=O)OCc2c(C)noc2C)c1	-1	8	2	-0.1	-2	-7	-3	-1	1.1	1
17	C=CCNc1c2c(nc3ncnn13)CC(C)CC2 (configuration not stated)	5	-6	-8	0.1	5	9	-1	0	-0.7	-2
18	Cc1ccc(CN2CCN(CC(=O)NC(C)CCc3ccccc3)C2=O)cc1 (configuration not stated)	1	7	1	-0.1	0	-6	-2	3	-1.4	-15
19	COc1ccc(OC)c(C2C3CN(C(C)C)CC=C3C(C#N)=C(N)C2(C#N)C#N)c1 (configuration not stated)	0	8	-4	-1.7	-15	6	-12	-11	-1.6	-68
20	COc1ccc(Br)cc1S(=O)(=O)NNC(=O)c1c(C)nc2ccccn12	2	14	-2	0.3	-12	6	3	3	-0.6	5
21	O=C1C=CC(=O)N1c1ccc(N2CCCCC2)cc1	4	4	16	0.3	50*	-3	1	4	-0.4	3
22	COc1ccc(CC(=O)c2ccc(OC)c(OC)c2)cc1	6	-8	2	-0.3	4	-5	1	-18	5.6	3
23	O=C(O)C1C2C=CC(C2)C1C(=O)Nc1cccc(F)c1 (configuration not stated)	1	15	5	0.8	1	-5	-3	4	-0.7	1
24	COc1ccc(CCNC(=O)C2CCC(C(C)(C)C)CC2)cc1OC (configuration not stated)	8	1	4	-0.8	3	0	-9	2	2.6	1
25	COc1cccc(NC(=O)c2ccc(CN3CCc4ccccc4C3)cc2)c1	1	2	0	0.2	-2	13	-6	0	-0.7	2
26	COc1ccc(NC(=S)Nc2cccc(C(F)(F)F)c2)c(C)c1	-1	-15	0	0.5	3	-4	1	6	-0.7	-4
27	OC(CN1CCc2ccccc2C1)c1ccccc1 (configuration not stated)	2	4	1	0.5	1	-2	-1	8	2.8	-13
28	COC(=O)C1=CN(C)C=C(C(=O)OC)C1c1ccsc1	3	5	-2	33*	-3	1	-1	-4	-0.2	i
29	Cc1ccn2cc(-c3cccc(S(=O)(=O)N4CCCCC4)c3)nc2c1	-11	-1	1	-0.8	3	1	2	-2	0.3	-24
30	COc1ccc(C(=O)N/C(=C/c2cccs2)C(=O)N2CCN(C)CC2)cc1	6	10	1	0.2	-1	7	3	11	-0.5	-9
31	COc1cccc2c1OC1(C)CC2NC(=O)N1c1cccc(C(=O)N2CCN(c3ccccn3)CC2)c1 (configuration not stated)	2	8	-1	-0.1	-2	-1	-1	5	0.1	13
32	COc1ccccc1C1CC(c2ccc(Cl)cc2)Nc2nc(N)nn21 (configuration not stated)	-1	-5	-6	0.0	-5	-8	-7	7	3.2	-14
33	O=C1NC2(CCCCC2)C(=O)N1c1ccccc1	-6	5	1	-0.4	2	2	-4	5	-0.1	-2
34	CS(=O)(=O)Nc1cccc(C2=NN(C(=O)c3cccc([N+](=O)[O-])c3)C(c3cccs3)C2)c1 (configuration not stated)	7	-2	-2	-0.1	-5	11	9	-24	4.3	4
35	O=C(COc1ncnc2ccccc12)NCC1CCCO1 (configuration not stated)	3	11	6	-0.6	0	15	-2	7	0.0	1
36	Cc1ccc(Nc2cc(=O)oc3ccccc23)c(C)c1	2	2	3	6.6	-2	-3	-4	-4	-4.9	-9
37	CCCn1c2ccccc2c2cnn(CC(=O)O)c(=O)c21	-2	-12	-1	0.2	2	-9	2	14	0.4	-37
38	C[N+]1(CC(=O)OCCCc2ccccc2)CCCCC1	0	1	0	0.1	-4	-6	0	6	1.1	6
39	CN(C)S(=O)(=O)c1cc(NC(=O)CNCc2ccccc2)ccc1Cl	2	0	3	-0.3	-3	6	-3	-1	3.3	2
40	COc1ccccc1C1C(C(=O)c2ccco2)=C(O)C(=O)N1c1cc(C)on1 (configuration not stated)	-1	9	3	1.1	2	8	2	-3	-3.4	-12
41	Nc1c(C(=O)Nc2ccccc2)c2nc3ccccc3nc2n1-c1ccc(O)cc1	-4	0	1	-0.1	5	2	28	-26	1.4	-14
42	COc1ccc(NC(=O)CC2SC(=NCc3ccccc3OC)NC2=O)cc1 (configuration not stated)	10	-7	-4	0.7	-5	-5	0	-15	2.9	2
43	COCc1nnc(NS(=O)(=O)c2ccc(C)cc2)s1	9	-16	2	0.2	5	-12	-1	-7	-0.9	-3
44	CCOc1ccccc1N1CSC2=C(C#N)C(c3c(OC)ccc4ccccc34)CC(=O)N2C1 (configuration not stated)	-8	-15	-4	-0.8	-6	-3	25	10	5.0	-16
45	Cc1noc(C)c1COC(=O)c1cccnc1Cl	-2	-6	5	0.1	0	2	2	-2	1.4	3
46	O=c1[nH]c2cc([N+](=O)[O-])ccc2c2ccc([N+](=O)[O-])cc12	-1	-16	3	-0.6	-1	-1	1	-8	-3.4	-5
47	CCN(CCNS(=O)(=O)c1ccc2c(c1)oc(=O)n2C)c1ccccc1	1	4	1	0.1	-3	14	3	-9	3.6	-3
48	CCOC(=O)c1cc2c(ccn2C)n1Cc1ccccc1C	-9	-13	1	-0.2	-10	4	-1	-5	3.6	-4
49	CC1CCN(c2nc(CN3CCCCC3)nc3scc(-c4ccccc4)c23)CC1	6	0	-21	-0.4	-41	2	-7	-9	4.8	14
50	Cc1cccc(N2CCN(C(=O)c3ccccc3OCc3c(C)noc3C)CC2)c1C	-4	1	-1	0.6	-8	1	-8	-1	0.1	0
51	Cc1coc(C)c1C(=O)CC1(O)C(=O)N(Cc2ccccc2)c2ccccc21 (configuration not stated)	-12	-11	-1	-0.5	1	1	6	-16	2.8	15
52	COc1ccc(CNC(=O)Cn2c(=O)n(CCC(=O)N3CCCCC3)c(=O)c3sccc32)cc1	-1	1	0	3.7	1	2	-2	9	-1.4	-4
53	Cn1c(SCC(=O)Nc2cccc(C(=O)O)c2)nnc1-c1cc2cc(Br)ccc2o1	-10	10	4	0.2	0	-4	21	-3	0.1	-3
54	Cc1nnc(C)c2c(C)n(N)c(C)c12	-1	-1	8	-0.2	4	1	-5	0	-2.4	-46
55	Cc1ccc(-n2ncc3c(NCc4ccccc4)ncnc32)cc1	1	2	-7	-1.0	-1	-12	1	13	3.7	-6
56	CC(C(=O)NCc1ccccc1)n1c(Cc2cc(F)cc(F)c2)nc2ccccc21 (configuration not stated)	10	10	-15	0.8	-22	-12	-2	-1	·	-4
57	COc1ccc(N2CCN(Cc3nc4sc(C)c(C)c4c(=O)[nH]3)CC2)cc1	6	-4	-10	-0.1	-5	17	4	-2	0.0	1
58	CCCOc1ccc(S(=O)(=O)N2CCOCC2)cc1[N+](=O)[O-]	-8	0	0	0.2	-4	-5	0	-3	1.8	5
59	O=C(c1ccc(Cl)c(S(=O)(=O)N2CCCCC2)c1)N1CCCCC1	-1	-13	0	0.5	2	-13	-3	0	2.3	-17
60	C[C@@H]1CCCCO[C@H](CN(C)C(=O)C2CCCCC2)[C@@H](C)CN([C@H](C)CO)C(=O)c2cc(N(C)C)ccc2O1	-2	2	9	0.6	2	-5	1	12	-3.2	2
61	CC(NS(=O)(=O)c1cccc(C(=O)O)c1)C12CC3CC(CC(C3)C1)C2 (configuration not stated)	5	1	-10	0.1	1	-1	34	-12	0.5	-9
62	CC(=O)N/C(=N\c1nc(C)cc(C)n1)Nc1ccccc1Cl	5	10	-6	0.2	-28	-1	-1	2	2.1	6
63	Cc1ccc2[nH]c(O)c(N=NC(N)=S)c2c1	4	7	3	0.5	3	7	3	11	0.0	8
64	O=C(CNc1ccc(Cl)c(C(F)(F)F)c1)N1CCN(S(=O)(=O)c2ccccc2)CC1	-2	6	-4	-0.6	-5	-20	2	-11	-2.3	11
65	O=C(C1CC(=O)N(c2ccc3c(c2)OCCO3)C1)N1CCN(c2ccccc2O)CC1 (configuration not stated)	9	-1	7	0.6	5	-3	-2	-4	1.8	5
66	O=C(COC(=O)CC1CC2CCC1C2)NCc1ccccc1 (configuration not stated)	0	8	4	0.1	-1	-5	-4	2	-0.3	6

# 3 entries out of the list above, sorted by their value in proKLK7 act, largest number first:
cpd	SMILES	DDE Tn6 FP inh	ARFGAP1 inh	GC-B act	proKLK7 act	GC-A act	ASAP1 GAP inh	HGIII-sPLA2 inh	ADAM10 inh
65	O=C(C1CC(=O)N(c2ccc3c(c2)OCCO3)C1)N1CCN(c2ccccc2O)CC1 (configuration not stated)	9	-1	7	0.6	5	-3	-4	5
29	Cc1ccn2cc(-c3cccc(S(=O)(=O)N4CCCCC4)c3)nc2c1	-11	-1	1	-0.8	3	1	-2	-24
1	CC(C)c1cc(-c2cc(-c3ccccc3)on2)nc(NC2CCCC2)n1	1	-5	-7	-1.0	-2	-11	3	-10

# Random draw from the library; 4.5% or so of the library scored in one or more.
